# Screening results (PubChem BioAssay)
# Platelet DG rel = inhibitors of platelet dense granule secretion, primary screen, cell-based, MLPCN, human platelets; human platelet-rich plasma, SFLLRN dense granule ATP release, luminescence; inhibition, %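 (compounds screened at 7.5 µM in platelet-rich plasma)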; actives 0.22% (n = 300,000); AID 1663, 2009;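 active means mean replicate score, as percent of positive control, at or above 50; inconclusive means mean below 50 but at least one replicate at or above 50; inactive means mean and every replicate below 50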
# HDAC3 inhib = HDAC3 deacetylase inhibitors, primary screen, biochemical, fluorescence, cell-free homogeneous; Histone deacetylase 3 (Homo sapiens), O15379; recombinant HDAC3, fluorogenic peptide/trypsin coupled; inhibition, % at 8.3 µM; actives 0.15% (n = 320,000); in the data active means inhibition above about 26%, passing the limit was not always enough; inconclusive means no clear call, values can overlap the other calls
# Target sequence (O15379 whole entry, looked up): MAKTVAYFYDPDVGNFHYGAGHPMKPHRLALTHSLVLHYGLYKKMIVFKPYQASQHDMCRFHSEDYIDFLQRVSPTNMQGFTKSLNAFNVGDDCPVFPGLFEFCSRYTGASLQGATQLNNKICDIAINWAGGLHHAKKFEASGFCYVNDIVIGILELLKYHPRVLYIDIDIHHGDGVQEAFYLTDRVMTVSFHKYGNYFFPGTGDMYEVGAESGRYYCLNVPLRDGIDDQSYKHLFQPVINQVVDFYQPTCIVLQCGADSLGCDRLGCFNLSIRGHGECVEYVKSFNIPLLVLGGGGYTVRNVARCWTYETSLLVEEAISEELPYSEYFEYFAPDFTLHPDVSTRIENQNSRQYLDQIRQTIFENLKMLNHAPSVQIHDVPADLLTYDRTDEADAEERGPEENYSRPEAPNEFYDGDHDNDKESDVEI
# HSP90 refold inh = HSP90 inhibitors, primary screen, cell lysate, luminescence; actives 0.91% (n = 290,000); Heat shock protein HSP 90 (rabbit reticulocyte lysate; luciferase refolding); Rabbit reticulocyte lysate, luciferase refolding luminescence, 3 h; inhibition, % at 5.6 µM;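 active means inhibition above the screen-wide mean plus 3 SD, computed separately per campaign, cut at about 16% in these data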;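 further: 0% = DMSO wells and 100% = 60 µM geldanamycin wells; inhibitors lower the luminescence because luciferase stays unfolded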
# AI-2 QS mod = Vibrio harveyi AI-2 quorum sensing modulators, primary screen, JMH597 strain, luminescence/OD600 ratio; activity change, % at 7.5 µM; Vibrio harveyi JMH597 AI-2 luminescence/OD600 ratio, 9 h; stronger effect = lower value; strain lacks LuxN and CqsS sensors; 0 = neutral-control median; actives 0.4% (n = 300,000); in the data active means activity change below about -75%, passing the limit was not always enough; inconclusive means no clear call, values can overlap the other calls;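 further: luminescence divided by OD600 gain over 9 h not by final OD600 alone; inactives centre near 13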
# aSyn 5UTR inh = MLPCN primary screen, SNCA 5' untranslated region. alpha-synuclein 5'UTR reporter, inhibitor activity. inhibition, % (tested at 7.5 µM). actives 0.82% (n = 300,000); in the data active means inhibition above about 60%; inconclusive means no clear call, values can overlap the other calls;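 further: H4 neuroglioblastoma cells stably carrying SNCA 5'UTR luciferase fusion; 0% = DMSO wells and 100% = positive control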
# KLF5 inh = KLF5 expression inhibitors, primary screen, DLD-1 cells, luminescence. DLD-1 KLF5 promoter-luciferase reporter. AID 1700, 2009. inhibition, % at 5 µM. actives 0.23% (n = 290,000);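 active means inhibition above a per-plate limit of that plate's mean compound inhibition plus 3 SD, cut at about 60% in these data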;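 further: 0% = DMSO wells and 100% = LY294002 at 200 µM; higher means less KLF5 promoter-driven luciferase light; inactives centre near -14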
# HSF1 inh = HSF1 inhibitors in luciferase reporter cells, primary screen, cell-based, NIH3T3, luminescence | NIH3T3-HGL HSE-luciferase, MG132-induced, luminescence 8 h; stronger effect = lower value | activity change, negative = inhibition, % at 7.5 µM (by protocol) | actives 0.77% (n = 300,000) | AID 2098, 2009;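 active means more than half of replicate wells show activity change below -50%, luminescence cut by over half; inconclusive means some wells, but at most half, below -50%; inactive means no replicate well below -50%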;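 further: luciferase reports HSF-1 transcriptional activity via heat shock element; 0% = median of DMSO wells and -100% = zero luminescence signal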
# HSF-1 act = HSF-1 activators, primary screen, NIH3T3-HGL cells, MG132 stress, luminescence, single point | NIH3T3-HGL HSF-1 luciferase reporter, 8 h; 100% = twice DMSO control signal | actives 1.7% (n = 300,000) | activation, % at 9 µM;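 active means mean replicate activation of at least 50% with a set share of replicates each reaching 50%; inconclusive means only one of those two conditions met; inactive means mean below 50% and too few replicates reaching it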;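 further: 0% = median of the neutral control wells and 100% = twice that signal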
# IEC-6 cytotox = cytotoxicity in IEC-6 intestinal epithelial cells, primary screen, cytotoxicity control for KLF5 inhibitor project, cell-based, luminescence | IEC-6 cytotoxicity, luminescence viability | AID 1825, 2009 | inhibition, % at 5 µM | actives 0.78% (n = 290,000); in the data active means inhibition above about 22%;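 further: 0% = plate median of test compound wells and 100% = cytotoxic reference compound wells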
# HIF activator = HIF pathway transcriptional activators, primary screen, cell-based, U2OS HRE-luciferase, luminescence; U2OS HRE-luciferase reporter; normalized: DMSO 0%, desferrioxamine 100%; activation, % at 7.5 µM (by protocol); actives 0.32% (n = 300,000);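 active means mean activation of at least 10% of the iron chelator positive control signal, with at least half of replicates also reaching 10%; inconclusive means mean and replicate majority disagree about reaching 10%; inactive means mean and most replicates under 10%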
# Numbers without * were called inactive; ? = inconclusive; nt = not tested or not shown.
# Every second line gives: Platelet DG rel | HDAC3 inhib | HSP90 refold inh | AI-2 QS mod | aSyn 5UTR inh | KLF5 inh | HSF1 inh | HSF-1 act | IEC-6 cytotox | HIF activator
- CCOC(=O)C1CCCN(S(=O)(=O)Cc2ccccc2Cl)C1 (stereo unspecified)
  -4 | 0 | -8 | 9 | 12 | -26 | 7 | 17 | -8 | -18
- O=C(NC(=O)N1CCN(c2ccc(F)cc2)CC1)c1ccccc1
  0 | 0 | 4 | -20 | 29 | -41 | -4 | -7 | 2 | -0.9
- COc1ccc(-n2c(=S)[nH]c3c(oc4ccccc43)c2=O)cc1
  4 | 1 | -3 | -5 | -41 | -15 | -13 | -6 | -4 | 0.6
- Cn1c(SCC(=O)NCCNC(=O)CSc2nnc(C(F)(F)F)n2C)nnc1C(F)(F)F
  -9 | -13 | 11 | 28 | -7 | -25 | -6 | -1 | -4 | 0.4
- COc1ccc(CC(=O)N2CCC(n3nccc3NC(=O)C3CCOC3)CC2)cc1 (stereo unspecified)
  5 | -8 | -5 | 12 | 8 | -53 | -3 | -9 | -6 | 0.3
- N/C(=N\OC(=O)c1cccc2ccccc12)c1ccccn1
  15 | -4 | 15 | -13 | 102* | -17 | -4 | 3 | 12 | -0.3
- Cc1nc(-c2ccc(NC(=O)c3ccc(Br)o3)cc2)cs1
  -4 | ? | 7 | 13 | -175 | -103 | 24 | 53* | -1 | 1.5
- COc1ccc(CCNC(=O)C2CC(=O)N(c3ccc(Br)cc3)C2)cc1OC (stereo unspecified)
  2 | -6 | 1 | 21 | 6 | 2 | 0 | 7 | 0 | 0.0
- Cc1ccc(C)c(N(CC(=O)NC2CCCC2)C(=O)CCCC(=O)Nc2ccccn2)c1
  0 | nt | 3 | 10 | -32 | -27 | 1 | 1 | -1 | 0.0
- CS(=O)(=O)N(CC(=O)NCc1ccncc1)c1ccc(F)c(Cl)c1
  0 | 4 | 2 | 19 | 10 | -15 | nt | nt | 2 | 0.0
- Cc1ccc(Cl)cc1N1CCN(C(=O)C(=O)N2CCCCC2)CC1
  -2 | 9 | 0 | -1 | -1 | 2 | 5 | 18 | 0 | -0.5
- COC(=O)c1ccc(COc2ccccc2/C=N/NS(=O)(=O)c2ccc(C)cc2)cc1
  4 | 5 | 1 | -8 | -69 | -39 | 17 | 14 | -7 | 3.5
- Cc1ccc(S(=O)(=O)Nc2cc(C)nn2-c2ccccc2)cc1
  3 | -5 | 0 | -14 | -3 | 6 | 1 | 3 | 0 | 0.1
- COC(=O)c1sccc1NC(=O)c1c(-c2ccccc2)noc1C
  -2 | -1 | 0 | 18 | 5 | 9 | -3 | 13 | 20 | -0.6
- CCCN(CCC)CCCNC(=O)c1cc2c(=O)n(CC)c3ccccc3c2s1
  1 | -21 | -3 | 2 | -300 | 0 | 12 | 8 | 22* | 0.8

# Reformatted comma-delimited: part of the list above
Molecule,Platelet DG rel,HDAC3 inhib,HSP90 refold inh,AI-2 QS mod,aSyn 5UTR inh,KLF5 inh,HSF1 inh,HSF-1 act,IEC-6 cytotox,HIF activator
CCOC(=O)C1CCCN(S(=O)(=O)Cc2ccccc2Cl)C1 (stereo unspecified),-4,0,-8,9,12,-26,7,17,-8,-18
O=C(NC(=O)N1CCN(c2ccc(F)cc2)CC1)c1ccccc1,0,0,4,-20,29,-41,-4,-7,2,-0.9
COc1ccc(-n2c(=S)[nH]c3c(oc4ccccc43)c2=O)cc1,4,1,-3,-5,-41,-15,-13,-6,-4,0.6
Cn1c(SCC(=O)NCCNC(=O)CSc2nnc(C(F)(F)F)n2C)nnc1C(F)(F)F,-9,-13,11,28,-7,-25,-6,-1,-4,0.4
COc1ccc(CC(=O)N2CCC(n3nccc3NC(=O)C3CCOC3)CC2)cc1 (stereo unspecified),5,-8,-5,12,8,-53,-3,-9,-6,0.3
N/C(=N\OC(=O)c1cccc2ccccc12)c1ccccn1,15,-4,15,-13,102*,-17,-4,3,12,-0.3
Cc1nc(-c2ccc(NC(=O)c3ccc(Br)o3)cc2)cs1,-4,?,7,13,-175,-103,24,53*,-1,1.5
COc1ccc(CCNC(=O)C2CC(=O)N(c3ccc(Br)cc3)C2)cc1OC (stereo unspecified),2,-6,1,21,6,2,0,7,0,0.0
Cc1ccc(C)c(N(CC(=O)NC2CCCC2)C(=O)CCCC(=O)Nc2ccccn2)c1,0,nt,3,10,-32,-27,1,1,-1,0.0
CS(=O)(=O)N(CC(=O)NCc1ccncc1)c1ccc(F)c(Cl)c1,0,4,2,19,10,-15,nt,nt,2,0.0
Cc1ccc(Cl)cc1N1CCN(C(=O)C(=O)N2CCCCC2)CC1,-2,9,0,-1,-1,2,5,18,0,-0.5
COC(=O)c1ccc(COc2ccccc2/C=N/NS(=O)(=O)c2ccc(C)cc2)cc1,4,5,1,-8,-69,-39,17,14,-7,3.5
Cc1ccc(S(=O)(=O)Nc2cc(C)nn2-c2ccccc2)cc1,3,-5,0,-14,-3,6,1,3,0,0.1
COC(=O)c1sccc1NC(=O)c1c(-c2ccccc2)noc1C,-2,-1,0,18,5,9,-3,13,20,-0.6
CCCN(CCC)CCCNC(=O)c1cc2c(=O)n(CC)c3ccccc3c2s1,1,-21,-3,2,-300,0,12,8,22*,0.8

# 2 of the compounds above, as tab-separated lines:
SMILES	Platelet DG rel	HDAC3 inhib	HSP90 refold inh	AI-2 QS mod	aSyn 5UTR inh	KLF5 inh	HSF1 inh	HSF-1 act	IEC-6 cytotox	HIF activator
CCOC(=O)C1CCCN(S(=O)(=O)Cc2ccccc2Cl)C1 (stereo unspecified)	-4	0	-8	9	12	-26	7	17	-8	-18
O=C(NC(=O)N1CCN(c2ccc(F)cc2)CC1)c1ccccc1	0	0	4	-20	29	-41	-4	-7	2	-0.9

# Remaining list, next part:
# Every second line gives: Platelet DG rel | HDAC3 inhib | HSP90 refold inh | AI-2 QS mod | aSyn 5UTR inh | KLF5 inh | HSF1 inh | HSF-1 act | IEC-6 cytotox | HIF activator
- c1csc(-c2nc(N3CCCCC3)no2)c1
  10 | -2 | 4 | 1 | -137 | -86 | 14 | 40 | -1 | 1.4
- COc1cc(C(=O)NCC(=O)N/N=C/c2ccco2)cc(OC)c1OC
  -1 | -5 | -1 | 18 | -11 | 3 | 2 | 5 | -1 | -0.1
- COc1ccc(NC(C)c2cc(Cl)ccc2O)cc1 (stereo unspecified)
  -3 | 3 | -3 | 10 | 16 | -38 | -6 | 7 | -4 | 1.0
- O=C(C[n+]1cccc(CO)c1)Nc1nc2ccccc2s1
  3 | 0 | 3 | 5 | -38 | -6 | -17 | 5 | 1 | 0.1
- Cc1cccc(C(=O)NCc2nnc(SCC(=O)Nc3nncs3)n2C)c1
  -10 | -3 | 5 | 30 | -6 | -22 | -11 | 3 | 2 | 0.0
- C[C@@H]1CC=C[C@H]2[C@H]1C(=O)N(Cc1ccccc1)[C@H]2c1ccc(-c2cc3ccccc3s2)cc1F
  3 | 2 | nt | 31 | -138 | nt | 11 | 6 | nt | 0.8
- CCOc1ccc(-n2c(SCC(=O)Nc3ccc(OC)cc3)nc3c(c2=O)SCC3)cc1
  9 | -2 | 0 | -2 | 33 | -8 | -4 | 0 | 1 | -0.1
- Cc1ccnc(NC(=O)CNC(=O)c2ccc3c(c2)OCO3)c1
  3 | -1 | -2 | 26 | 0 | -33 | 0 | 12 | -8 | 0.6
- CCc1ccc(-c2cc(C)no2)cc1S(=O)(=O)N1CCN(c2ccccn2)CC1
  4 | 3 | 4 | 6 | -3 | -6 | 0 | -9 | -1 | -0.1
- CCc1ccccc1NC(=O)c1cc([N+](=O)[O-])ccc1N1CCOCC1
  -1 | 1 | -4 | -1 | -8 | -32 | -16 | -27 | -1 | 0.3
- O=C(Cn1nnc2ccccc21)C1CC1
  4 | -2 | 2 | 9 | -4 | 1 | -1 | -13 | 3 | -0.2
- O=C1/C(=C/c2ccsc2)N2CCC1CC2
  0 | 0 | 3 | 20 | 5 | -18 | 3 | -1 | 2 | -0.3
- CCCCNc1ccc2nsnc2c1[N+](=O)[O-]
  -3 | 7 | 0 | 21 | 18 | -5 | -9 | -6 | 1 | -0.4
